Nrf2 inh: Nrf2 pathway inhibition; 360,000 compounds, 2.1% hits; A549 ARE-Fluc reporter, luciferase luminescence, 18-24 h; Potency, µM (series often up to 46 µM), without a hit: at the highest dose activity change, negative = inhibition, hits mostly inhibitors; note: potency is the fitted concentration of half-maximal effect; % is set by controls: 0 for no effect and ±100 for the full control effect; nearly all actives have a fitted effect of over 60% in size
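Two sequential reads on A549 ARE_Fluc cells exposed to compound for 18-24 h: a CellTiter-Fluor fluorescence read for viability, then a luciferase luminescence read for Nrf2/ARE activity.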
pAkt inh: inhibitors of Akt phosphorylation. Neuro2A IGF-stimulated pAkt S473 HTRF, 20 min; stronger effect = lower value. activity change, % for hits at 50 µM. 360,000 compounds, 0.32% hits. AID 651550; in the data active = activity change below about -80%; inconclusive = mostly about -51% to -80%; note: % is set by controls: 0 for no effect and ±100 for the full control effect
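Single-point screen (50 µM final compound) in Neuro2A cells stimulated 20 min with 6 nM IGF at 37 deg C. After lysis, Ser473-phosphorylated Akt read by HTRF (ex 330 nm, em 615/665 nm) as the 665/615 ratio.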
Nrf2 ARE act: Nrf2 pathway activation; AREc32 ARE-luciferase reporter (MCF7-derived line), luminescence, 24 h; Potency, µM (highest dose often 46.1 µM), without a hit: at the highest dose activation, actives largely listed as activators; 410,000 compounds, 0.31% hits; note: potency is the fitted concentration of half-maximal effect; % of control where 0% means no effect; nearly all actives have a fitted effect of over 65% in size
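Luminescent ARE reporter assay in AREc32_Fluc cells: overnight plating at 37 deg C, 24 hr compound incubation, Steady-Glo added, 30 min RT before reading.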
A549 viability: A549 cytotoxicity, counter-screen for Nrf2 inhibitors; 390,000 compounds, 0.16% hits; Potency, µM (top dose mostly 46 µM), without a hit: at the top dose activity change, negative = cytotoxicity, usual class: inhibitors; AID 504648; A549 ARE-Fluc cells, CellTiter-Fluor viability, 18-24 h; note: potency is the fitted concentration of half-maximal effect; % is set by controls: 0 for no effect and ±100 for the full control effect
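Cytotoxicity counterscreen: CellTiter-Fluor fluorescence was measured in A549 ARE_Fluc cells after 18-24 h of compound exposure in a concentration series. The subsequent BugLite luminescent read reports ARE-luciferase activity.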
CCT chaperon mod: cytosolic chaperonin activity modulation | purified chaperonin ATPase assay, HTRF ADP detection, 30 min | activity change, % (test concentration not listed), hits read low | 360,000 compounds, 0.3% hits; in the data active = activity change below about -30%; note: % is set by controls: 0 for no effect and ±100 for the full control effect
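Nucleotide hydrolysis assay: TRiC at 20–40 nM final (set by batch activity) with 10 uM ATP, 30 min at 37 °C, in presence of 76 uM compound. Detection by competitive ADP HTRF, 30 min ambient.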
MmCpn inh: blocks the Methanococcus maripaludis chaperonin Mm-Cpn; purified Mm-Cpn ATPase, ADP Transcreener TR-FRET; Potency, µM (series often up to 76.9 µM), inactives show top-dose activity, negative = inhibition, actives largely listed as inhibitors; 330,000 compounds, 0.031% hits; AID 504842; note: potency is the fitted concentration of half-maximal effect; % is set by controls: 0 for no effect and ±100 for the full control effect; nearly all actives have a fitted effect of over 80% in size
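ATPase read-out: TR-FRET ADP immunoassay (anti-ADP Eu cryptate vs ADP-d2), ex 320 nm, em 590/665 nm; signal drops as ADP forms. Enzyme 25 nM, ATP 10 uM, 30 min at 37°C after 10 min compound preincubation.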
TGFb SMAD3 inh: TGF-b pathway inhibition; 410,000 compounds, 1.2% hits; HepG2 CAGA-GFP TGF-b/SMAD3 reporter, GFP fluorescence, 18 h; TGF-beta stimulated, 500 pg/mL final; Potency, µM (titrated, usually from 46.1 µM), for inactives: at the highest dose activity, negative = inhibition, hits mostly inhibitors; note: potency is the fitted concentration of half-maximal effect; % is set by controls: 0 for no effect and ±100 for the full control effect; nearly all actives have a fitted effect of over 65% in size
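Inhibition of TGF-beta-driven CAGA-GFP reporter expression in HEPG2 cells is measured by cellular GFP fluorescence after 18 h stimulation with 500 pg/mL recombinant TGF-beta in 1% FBS medium at 37 degrees C.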
HepG2 tox: HepG2 cytotoxicity, counter-screen for TGF-b inhibitors; HepG2 CAGA-GFP viability, ATP luminescence, 18 h; Potency, µM (titrated, usually from 46.1 µM), inactives show at the top dose activity change, negative = cytotoxicity, usual class: cytotoxic; 410,000 compounds, 0.76% hits; note: potency is the fitted concentration of half-maximal effect; some results filed as inactive show a strong effect at the top dose
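CellTiter-Glo luminescence gave cytotoxicity after 18 hours at 37 degrees C. The cells were HepG2 CAGA-GFP in 1% FBS DMEM, stimulated with 500 pg/mL TGF-beta after compound addition. %Activity was normalised to no-cell wells (complete cell-killing) and DMSO (no toxicity), and curves were fitted and classified.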
ATXN viability: reduces viability in counter-screen for ATXN expression inhibitors. S2 cells (HEK-293 line with an ATXN2-luciferase reporter) viability, CellTiter-Fluor protease fluorescence, 24 h. 400,000 compounds, 0.49% hits. Potency, µM (series often up to 56.7 µM), hits mostly cytotoxic; note: potency is the fitted concentration of half-maximal effect; nearly all actives have a fitted effect of over 40% in size
The depositor's hits bear a star; i = inactive; u = inconclusive; x = not tested or not shown; [ ] = remark or other dose. Unless noted, calls come from the whole dose curve; as a rule, active = well fitted curve in the direction sought with a large enough effect; inconclusive = small, poorly fitted or top-dose-only effect, or another doubt; inactive = no such curve, though single readings can be large; an effect the other way counts as inactive or inconclusive.

smiles	Nrf2 inh	pAkt inh	Nrf2 ARE act	A549 viability	CCT chaperon mod	MmCpn inh	TGFb SMAD3 inh	HepG2 tox	ATXN viability
NS(=O)(=O)c1ccc(CNC(=O)c2cnccn2)cc1	4%	i	0.4%	-1%	-2.0	-7%	2%	5%	i
CCOC(=O)/C(C(=O)Nc1ccccc1Br)=C1/NC(C)(C)Cc2ccccc21	5%	i	-0.7%	3%	-3.0	-2%	-22%	-40%	i
O=c1[nH]c2ccc(F)cc2[nH]c1=O	-4%	i	0.8%	4%	-0.5	0%	-8%	1%	i
O=C(Oc1cccc(NC2=NS(=O)(=O)c3ccccc32)c1)c1cccnc1	9%	i	0.5%[9.22 µM]	0%	1.1	2%	13%	1%	i
Cc1ccc(C(=O)CCC(=O)NCc2ccccc2)cc1	3%	x	-0.7%	1%	-20	-1%	0%	13%	i
COCCn1c(-c2cccs2)nc2nc3ccccc3nc21	19%	i	12%	1%	0.3	-5%	-5%	-31%	x
COc1cccc(CN2CCNC(=O)C2CC(=O)NC2CCOCC2)c1OC (stereo unspecified)	0%	x	-0.6%	-4%	-0.3	-1%	0%	0%	x
COc1cc(C(=O)N(CCCO)Cc2cc3ccc(C)c(C)c3[nH]c2=O)cc(OC)c1OC	19%	i	-0.7%	-2%	-0.4	-2%	-5%	-13%	i
CCOc1ccccc1NC(=O)C1Cc2ccccc2CN1S(C)(=O)=O (stereo unspecified)	8%	i	3.2%	-7%	-2.6	-1%	u	-3%	i
CC1(C(=O)NS(=O)(=O)c2cccs2)CCN1C(=O)Cc1ccc(-c2ccccc2)cc1 (stereo unspecified)	x	i	-0.5%	x	0.5	x	3%	-15%	i
CN(CCN1CCOCC1)Cc1nc(-c2ccc3c(c2)OCO3)no1	0%	i	-0.5%	0%	-0.3	1%	-8%	-20%	i
COc1ccc(C2C(C(=O)Nc3ccccc3)=C(C)Nc3nc(SCC(=O)c4ccc(C)cc4)nn32)cc1 (stereo unspecified)	x	x	1.1%	8%	x	x	3%	2%	i

Structural class, the entries above with an NH in an aromatic ring.
smiles	Nrf2 inh	pAkt inh	Nrf2 ARE act	A549 viability	CCT chaperon mod	MmCpn inh	TGFb SMAD3 inh	HepG2 tox	ATXN viability
O=c1[nH]c2ccc(F)cc2[nH]c1=O	-4%	i	0.8%	4%	-0.5	0%	-8%	1%	i
COc1cc(C(=O)N(CCCO)Cc2cc3ccc(C)c(C)c3[nH]c2=O)cc(OC)c1OC	19%	i	-0.7%	-2%	-0.4	-2%	-5%	-13%	i

Later entries:
smiles	Nrf2 inh	pAkt inh	Nrf2 ARE act	A549 viability	CCT chaperon mod	MmCpn inh	TGFb SMAD3 inh	HepG2 tox	ATXN viability
Cc1ccc(S(=O)(=O)N(C)C[C@@H]2Oc3ccc(NS(=O)(=O)c4ccccc4)cc3CC(=O)N([C@@H](C)CO)C[C@H]2C)cc1	2%	i	0.9%	1%	-0.6	x	-6%	-1%	u
CCOC(=O)N1CCC(NC(=O)c2cc3c(C)nc4ccccc4c3o2)CC1	u	i	3.9%	-11%	-2.7	-19%	-6%	-15%	u
COC(=O)c1ccc(C(=O)O)nc1	7%	i	-0.8%	5%	1.1	-17%	30%	-11%	i
Cc1ccc(C(=O)NCC(=O)NC2CCCC2)cc1	21%	i	-0.5%	-1%	-4.0	-3%	-1%	12%	i
CN(CC(=O)NCCCN1CCOCC1)S(=O)(=O)c1ccc(Cl)cc1	-29%	i	0.0%	10%	1.7	0%	-20%	-22%	i
CCN(CC)CCNc1cccc2sc3ccccc3c(=O)c12	x	i	3.2%	x	-3.4	x	2%	-26%	i
CN(C)Cc1c(C(=O)N/N=C/c2cccc(OCc3c(F)cccc3Cl)c2)nnn1-c1nonc1N	3.7µM*	i	0.0%	0%	-2.4	1%	-12%	0%	i
COc1cccc(C(=O)Nc2cccc3cccnc23)c1OC	17%	i	4.5%	1%	0.7	2%	-6%	-4%	i
CNC(=O)c1ccc(-c2sc3nc(N4CCOCC4)c4c(c3c2N)CC(C)(C)OC4)o1	-25%	i	0.4%	19%	0.2	-3%	11%	-5%	x
COCCCNC(=O)C1CCN(Cc2cc3ccccc3n2Cc2cccc(C)c2)CC1	x	x	10%	-15%	x	x	u	-30%	u
CC(COc1ccccc1)N1CCC(CO)(CCc2ccccc2)CC1 (stereo unspecified)	16%	i	6.2%	4%	0.1	3%	-6%	-18%	i
COc1ccc(CN2CCC(CO)(Cc3ccccc3)CC2)cc1Cn1cccn1	3%	i	-0.4%	-3%	-1.1	0%	3%	-13%	i

The listing continues.
smiles	Nrf2 inh	pAkt inh	Nrf2 ARE act	A549 viability	CCT chaperon mod	MmCpn inh	TGFb SMAD3 inh	HepG2 tox	ATXN viability
COc1ccc(C)cc1N(CC(=O)N/N=C/c1ccccc1C(=O)O)S(=O)(=O)c1ccccc1	-17%	i	0.6%	-14%	-1.9	1%	-31%	-8%	i
O=c1c2[nH]c3ccc(F)cc3c2ncn1CCCN1CCOCC1	20%	i	0.5%	0%	-2.4	0%	-22%	-8%	i
C[C@@H]1CCCCO[C@@H](CN(C)C(=O)c2ccccc2)[C@@H](C)CN([C@H](C)CO)C(=O)c2cc(N(C)C)ccc2O1	x	i	0.1%	x	-0.2	x	14%	-4%	i
Cc1ccc(C)c(NC(=O)CCn2nc(C)cc2C)c1	x	i	-0.9%	7%	0.3	0%	3%	-4%	i
COc1ccc(OC)c(N(CC(=O)NCCSCc2ccco2)S(=O)(=O)c2ccccc2)c1	-13%	i	7.8%	-20%	-0.4	1%	16%	-2%	i
CC(Oc1ccccc1)C(=O)Nc1cc(Cl)ccc1-n1cncn1 (stereo unspecified)	22%	i	3.3%	12%	0.4	2%	-16%	-5%	i
O=C(CN1CCN(Cc2ccccc2Cl)C1=O)NC1CCCCCC1	u	i	3.2%	-6%	3.0	2%	-9%	8%	i
CC(C)(C)n1nnnc1C(c1cccnc1)N1CCN(c2cccc(C(F)(F)F)c2)CC1 (stereo unspecified)	-26%	x	2.8%	-8%	0.3	0%	-1%	9%	i
COc1ccc(N(C(=O)Cn2nnc3ccccc32)C2(C(=O)NC3CCCC3)CCCCC2)cc1	-23%	i	-0.2%	-6%	-0.5	-10%	-9%	-14%	u
O=C1CN(C(=O)/C=C/c2ccccc2F)c2ccccc2N1	-9%	i	24%	10%	-0.8	1%	-2%	-13%	i
Cc1cc2ncc(S(=O)(=O)C(C)(C)C)c(N)n2n1	-8%	i	0.0%	8%	-0.2	-1%	-1%	-1%	i
Cc1c(CC(=O)NCCCCCC(=O)O)c(=O)oc2c(C)c3oc4c(c3cc12)CCCC4	9%	i	-0.9%	3%	1.7	-2%	8%	4%	i

Remaining list, next part.
Values run as follows: Nrf2 inh | pAkt inh | Nrf2 ARE act | A549 viability | CCT chaperon mod | MmCpn inh | TGFb SMAD3 inh | HepG2 tox | ATXN viability
C[n+]1cc[nH]c1SCC(=O)c1ccccc1
→ x | i | u | 16% | 1.2 | -1% | 15% | -6% | i
COc1cccc(CNC(=O)[C@H](CCSC)NC(=O)N2CCn3c2nc2ccccc23)c1
→ 4% | i | -0.8% | -14% | -0.7 | -2% | -15% | -3% | i
O=C(COC(=O)c1ccccc1C(=O)N1CCN(c2ccccc2)CC1)NCc1ccccc1
→ -5% | i | 0.3% | -9% | -3.7 | -1% | -7% | 10% | u
CC(C)NC(=O)c1c2c(nc3ccccc13)CCCC2
→ 4% | i | -0.8% | 1% | 0.6 | -1% | -1% | 6% | i
Cc1ccc(OCC(=O)Nc2ccccc2C(=O)NC2CC2)cc1
→ 3% | i | -0.8% | -1% | -0.9 | -7% | 11% | 6% | i
CC(CN1CCOCC1)OC(=O)c1ccc2c(c1)OCCO2 (stereo unspecified)
→ u | i | 0.0% | -13% | 1.3 | 1% | 2% | -5% | i
Cn1c(Nc2ccc(F)cc2)nc2ccccc21
→ -3% | i | 8.6% | -14% | -0.3 | -1% | -4% | 3% | u
Cc1ccccc1OCC(=O)NC(=S)Nc1ccc(N2CCCC2)cc1
→ -11% | i | -0.6% | -1% | 0.4 | 0% | -2% | -7% | i
O=C(CN1C(=O)S/C(=C\c2ccccc2F)C1=O)NC1C=CS(=O)(=O)C1 (stereo unspecified)
→ 1% | i | 15% | 2% | 1.9 | 0% | -4% | -1% | i
COc1ccc(C(O)(c2ccccc2)C(C(=O)O)c2ccccc2)cc1 (stereo unspecified)
→ u | i | 0.5% | 0% | -3.2 | x | 9% | -6% | i
CCOC(=O)c1sc(NC(=O)c2ccncc2)c(C#N)c1C
→ 23µM* | i | 2.2% | u | -0.8 | -3% | u | -33% | u
COc1ccc(N2CCN(S(=O)(=O)c3cc(-c4cc(C)no4)ccc3C(C)C)CC2)cc1
→ u | i | 0.3% | -3% | -1.4 | -3% | 11% | -10% | i
COc1ccc(C(=O)C2CCCN(C(=O)c3ccc4cc[nH]c4c3)C2)c(C)c1 (stereo unspecified)
→ 0% | i | -0.1% | 0% | -2.6 | 0% | u | -56% | i
Cc1csc(NC(=O)c2ccc(Br)s2)n1
→ u | i | 10% | -2% | -0.5 | u | 1% | -2% | i
COc1ccc(/C=N/NC(=O)c2ccc(NS(=O)(=O)c3cccs3)cc2)cc1
→ u | i | -0.4% | 3% | 0.1 | 0% | -6% | 1% | i
CCOC(=O)c1cc(OC(=O)c2ccc(Cl)cc2)n(-c2ccccc2)n1
→ -6% | x | -1.1% | 2% | x | x | -6% | -1% | u
